TCR activator: Activators of T cell receptors: qHTS campaign; Potency, µM (series often up to 9.22 µM), without a hit: at the top dose activation of IL-2 secretion, hits mostly activators; 330,000 tested, under 10 active; primary human leukocytes, anti-CD3, IL-2 HTRF, 48 h; further: % of control where 0% means no effect
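48 hr co-incubation of compounds, a-CD3 beads and primary human leukocytes; IL-2 quantified homogeneously by HTRF with anti-IL-2 K and d2 conjugates.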
TSHR antag: Antagonists of the Thyroid Stimulating Hormone Receptor: HTS campaign. Thyrotropin receptor (Homo sapiens), P16473. TSHR-expressing cells, TSH-stimulated cAMP HTRF, 2 h; active compounds read low. activity change, negative = inhibition, % at 11.5 µM. 330,000 compounds, 0.2% hits. AID 504810, 2011;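 active means activity change below a set negative limit, meaning inhibition stronger than a set level, cut at about -70% in these data; inconclusive means activity change between two set negative limits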; further: on the % scale 0 is the no-effect control and ±100 the full control effect
Target sequence (P16473 whole entry, looked up): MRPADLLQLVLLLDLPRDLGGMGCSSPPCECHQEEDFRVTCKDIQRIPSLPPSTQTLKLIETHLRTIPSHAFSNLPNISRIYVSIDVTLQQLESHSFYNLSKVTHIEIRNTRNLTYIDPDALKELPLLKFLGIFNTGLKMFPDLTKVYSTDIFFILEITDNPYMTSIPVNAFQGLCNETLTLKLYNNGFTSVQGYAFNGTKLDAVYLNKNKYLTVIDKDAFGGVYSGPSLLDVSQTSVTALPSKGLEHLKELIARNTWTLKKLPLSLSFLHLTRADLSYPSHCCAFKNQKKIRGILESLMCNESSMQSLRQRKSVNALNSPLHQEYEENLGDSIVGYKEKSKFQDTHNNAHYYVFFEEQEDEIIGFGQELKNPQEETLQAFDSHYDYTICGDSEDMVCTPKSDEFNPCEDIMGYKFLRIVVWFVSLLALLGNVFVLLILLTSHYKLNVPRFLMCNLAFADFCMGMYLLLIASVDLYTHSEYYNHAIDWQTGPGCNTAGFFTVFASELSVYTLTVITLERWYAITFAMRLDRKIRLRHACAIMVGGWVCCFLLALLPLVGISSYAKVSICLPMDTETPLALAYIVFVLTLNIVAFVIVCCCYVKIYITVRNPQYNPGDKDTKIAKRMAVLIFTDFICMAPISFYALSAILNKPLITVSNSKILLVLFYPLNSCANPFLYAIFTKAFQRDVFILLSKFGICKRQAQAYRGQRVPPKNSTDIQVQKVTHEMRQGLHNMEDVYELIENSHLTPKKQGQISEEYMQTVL
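Competitive HTRF cAMP read-out (cryptate anti-cAMP antibody, cAMP-d2; 30 min, room temperature) in freshly harvested TSHR cells. Compounds added before TSH at EC80 (4nM final), followed by 2 hours' incubation at 37 deg C.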
hERG WT inh: qHTS for Inhibitors of KCHN2 3.1: Wildtype qHTS; U2OS, BacMam KCNH2, thallium flux FluxOr; active compounds read low; AID 720551, 2013; Voltage-gated inwardly rectifying potassium channel KCNH2 (Homo sapiens), Q12809; 340,000 compounds, 0.37% hits; activity change, % at 1.84 µM;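 active means maximum activity change below -70%; inconclusive means maximum activity change between -70% and -50%; inactive means maximum activity change above -50%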; further: on the % scale 0 is the no-effect control and ±100 the full control effect
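U2OS cells transduced with wild-type KCNH2 virus are loaded with FluxOr dye for 45 min, and thallium flux is measured in kinetic reads before and after stimulation buffer. Rate constants are normalized to DMSO controls.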
KCNH2 3.1 inh: qHTS for Inhibitors of KCHN2 3.1: Mutant qHTS | Potassium voltage-gated channel subfamily H member 2, brain isoform KCNH2 3.1 (human) | U2OS KCNH2 3.1, thallium flux FluxOr; active compounds read low | activity change, % (tested at about 1.8 µM) | 340,000 compounds, 0.95% hits | AID 720553, 2013;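 active means maximum activity change below -70%; inconclusive means maximum activity change from -70% to -50%; inactive means maximum activity change above -50%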;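 further: thallium influx rate constant from kinetic fluorescence after stimulation buffer; on the % scale 0 is the no-effect control and ±100 the full control effect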
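Thallium flux via FluxOr fluorescence (Red40 quencher, 45 min loading) in U2OS cells virally expressing the KCNH2 3.1 isoform (1.77 x 10^8 /mL virus, overnight at 37 C). Rate constants from 2-min kinetic reads post-stimulation, normalised to positive and negative controls.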
Eya2 phos inh: qHTS Assay for Inhibitors of the Phosphatase Activity of Eya2. recombinant Eya2, OMFP fluorescence dephosphorylation (OMFP is methylfluorescein phosphate). Potency, µM (highest dose often 76.9 µM), inactives show at the top dose activity, negative = inhibition, usual class: inhibitors. 330,000 compounds, 0.006% hits; further: potency means the concentration at half of the fitted maximal effect; on the % scale 0 is the no-effect control and ±100 the full control effect
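Eya2 (0.2 uM) preincubated 10 min at ambient with compound, then OMFP substrate added at 50 uM; 10 min reaction in 50 mM HEPES pH 7.5, 50 mM NaCl, 5 uM MgCl2, 0.05% BSA, 1 mM DTT. Fluorescence read at Ex 485/Em 525 nm.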
AT treatment: qHTS Assay for Identifying a Potential Treatment of Ataxia-Telangiectasia; […] A-T fibroblasts, KAP-1 phosphorylation AlphaLISA; neocarzinostatin DNA damage 30 min before lysis; Potency, µM (series often up to 57.5 µM), without a hit: at the top dose activation, actives largely listed as activators; 320,000 compounds, 0.19% hits; further: potency means the concentration at half of the fitted maximal effect; % of control where 0% means no effect; nearly all actives have a fitted effect of over 45% in size
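ATM-like activity read as KAP-1 phosphorylation via AlphaLISA donor/acceptor antibody pairs after lysis and 6 hr at 25C. Cells were ATM-null patient fibroblasts ([…], hTERT), dosed 60 min, then exposed to the DSB inducer NCS for 30 min.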
Mito fusion yeast: qHTS Assay for Small Molecule Inhibitors of Mitochondrial Division or Activators of Mitochondrial Fusion. S. cerevisiae fusion-defective mutant growth rescue, CellTiterGlo 48 h. Potency, µM (doses to about 46.1 µM), for inactives: at the top dose growth rescue (activation), actives largely listed as activators. 320,000 compounds, 0.23% hits. AID 485298, 2010;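 further: potency means the concentration at half of the fitted maximal effect; % of control where 0% means no effect; nearly all actives have a fitted effect of over 45% in size; temperature-sensitive fusion mutants such as fzo1-1 at 37 °C on non-fermentable ethanol glycerol medium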
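S. cerevisiae fusion-defective temperature-sensitive mutants (e.g. fzo1-1, mgm1-5) grown 48 h at 37C in YPEG (ethanol/glycerol non-fermentable) medium with 23 nl compound per well; growth rescue read as CellTiterGlo luminescence.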
TRPV1 agonist: HTS Assay for Compounds that Act as Agonists of the Vanilloid Receptor 1 | TRPV1-expressing cells, Fluo-8 calcium influx, agonist mode | activation, % at 8.33 µM | 320,000 compounds, 0.19% hits; in the data active means activation above about 80%; inconclusive means between about 30% and that limit; further: 0% is about no effect
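TRPV1-expressing cells were cultured overnight at 35.5C and loaded with Fluo-8 calcium dye for 40 to 90 min at room temperature. After a 10 s baseline, compound was added and calcium influx was read kinetically for 3 min (ex 480/em 520 nm).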
USP2a block: qHTS Assay for Inhibitors of Ubiquitin-specific Protease USP2a Using CHOP2 as the Reporter. Ubiquitin carboxyl-terminal hydrolase 2 (Homo sapiens), O75604. USP2 core, Ub-CHOP2 coupled fluorogenic reporter, 485/531. Potency, µM (doses to about 38.3 µM), for inactives: at the top dose activity change, negative = inhibition, actives largely listed as inhibitors. 330,000 compounds, 0.01% hits. AID 463254, 2010;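 further: potency means the concentration at half of the fitted maximal effect; plate controls were DMSO wells for no effect and full inhibition by NEM control for full effect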
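USP2 core (10nM final) preincubated 30min RT with compound in 20mM Tris-HCl pH 8.0, 2mM CaCl2, 2mM beta-mercaptoethanol, 0.05% CHAPS; 25nM Ub-CHOP2 plus 25nM reporter substrate added, fluorescence (Ex485/Em531) read after 60min.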
ELG1 DNA repair: qHTS screen for small molecules that inhibit ELG1-dependent DNA repair in human embryonic kidney (HEK293T) cells expressing luciferase-tagged ELG1; HEK293T ELG1-luciferase reporter, luminescence, 16 h; DNA damage induced by 5-fluorouridine; Potency, µM (top dose mostly 46.1 µM), inactives show at the highest dose activity change, negative = inhibition, most hits filed as inhibitors; 330,000 compounds, 2.3% hits; further: potency means the concentration at half of the fitted maximal effect; on the % scale 0 is the no-effect control and ±100 the full control effect; nearly all actives have a fitted effect of over 55% in size
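Cells (2,000 per well) received 5-fluorouridine plus test compound or DMSO and were incubated 16 hr at 37 °C, 5% CO2. Luciferase activity was read by luminescence 30 min after ONE-Glo addition; signal suppression marked inhibition of damage-induced ELG1 function.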
Numbers without * were called inactive; ? = inconclusive; . = no result given; [ ] = another dose, or the depositor's remark. Unless noted, the call rests on the fitted dose curve; in most records, active means well fitted curve in the direction sought with a large enough effect; inconclusive means small, poorly fitted or top-dose-only effect, or another doubt; inactive means no such curve, though single readings can be large; an effect the other way counts as inactive or inconclusive.

SMILES	TCR activator	TSHR antag	hERG WT inh	KCNH2 3.1 inh	Eya2 phos inh	AT treatment	Mito fusion yeast	TRPV1 agonist	USP2a block	ELG1 DNA repair
COc1cccc(-c2cc(C(=O)N3CCN(c4ncccn4)CC3)c3ccccc3n2)c1	-3.0%	-3.2	11.5	-6.5	2.1%	1.4%	19.9%	-0.5	-2.7%	?
Fc1ccccc1-c1nnc2ccc3ccccc3n12	0.2%	-15.1	1.0	7.4	9.2%	-3.7%	5.3%	-3.0	0.2%	4.1%
COc1ccc(-c2cc(C(F)(F)F)nc(N3CCCCC3)n2)cc1OC	0.0%	-9.7	-2.9	3.7	-5.3%	35.5µM*	-1.8%	-0.3	-1.0%	-10.8%
CCC(=O)NC1(C(F)(F)F)C(=O)Nc2c1c(=O)[nH]c(=O)n2CC(C)C (centres undefined)	-0.5%	-3.0	-1.2	-9.9	-2.8%	-0.9%	0.8%	2.0	5.2%	-5.2%
O=C1c2ccccc2C(=O)N1OS(=O)(=O)c1ccc(F)cc1	3.5%	12.6	-8.8	-12.1	-7.5%	0.6%	0.2%	-1.2	0.8%	-0.6%
Cc1[nH][nH]c(=O)c1/C=N/N1CCOCC1	7.2%	4.1	3.1	11.7	9.3%	-2.2%	-1.3%	1.2	4.0%	3.0%
CCOc1cccc(C(=O)Nc2ccc3c(c2)OCCO3)c1	.	10.3	6.5	-10.9	-23.6%	-9.6%	-0.9%	?	-4.2%	?
Cc1cc(Cl)cc(Cl)c1CNc1c([N+](=O)[O-])c(=O)oc2ccccc12	0.0%[46.1 µM]	22.1	-3.2	-0.1	6.1%	4.1%	-7.4%	-3.1	1.5%	2.1%
O=C1c2ccc(Oc3ccc([N+](=O)[O-])cc3)cc2C(=O)N1CCO	3.0%	2.1	-2.7	0.3	-6.9%	-1.1%	2.4%	1.3	4.1%	8.2%
O=C(CN1CCN(c2ccc(F)cc2)CC1)Nc1ccccc1C(=O)NCCc1ccccc1	3.0%	8.6	-11.3	7.9	-3.4%	10.1%	5.7%	12.1	-0.1%	?
COc1cccc(CN(C)CC(=O)Nc2cccc3ccccc23)c1	.	10.3	-4.6	-1.1	-15.3%	6.0%	4.4%	?	-0.5%	-12.4%
CCOC(=O)Cc1csc(NC(=O)c2sc3nc4ccc(C)cc4cc3c2N)n1	-4.6%	-24.0	4.0	-20.8	10.3%	-5.8%	3.5%	.	3.1%	?
Cc1cc(C(=O)OCC(=O)Nc2cc(S(=O)(=O)N(C)C)ccc2C)c2ccccc2n1	.	1.9	-6.1	-4.5	-2.3%	10.7%	3.4%	?	-7.0%	12.0%
Cc1ccc(C)c(NS(=O)(=O)c2cc(C(=O)NCc3ccncc3)ccc2C)c1	-1.7%	-2.6	-3.4	?	-5.2%	11.9%	-2.9%	?	0.5%	-2.9%
CC1=C(C)CC(C(=O)Nc2ccc3c(c2)OCO3)C(C(=O)O)C1 (centres undefined)	0.8%	7.0	8.3	3.2	2.9%	-1.9%	-7.0%	-2.0	-0.7%	?
CC1(C)Cc2cccc(OCC(=O)Nc3ccc(S(N)(=O)=O)cc3)c2O1	-4.0%	-2.0	3.7	-4.3	20.9%	-1.6%	-0.6%	28.9	4.0%	-9.2%
CCN(CC(=O)Nc1cccc(Br)c1)Cc1nc2ccccc2c(=O)[nH]1	2.2%	3.7	10.3	-0.7	1.1%	3.6%	1.7%	13.3	-2.2%	-2.0%
O=C(NNS(=O)(=O)c1ccccc1)c1cnn(-c2ccc(Cl)cc2)c1C(F)(F)F	-1.7%	-9.5	-9.4	10.7	-2.6%	9.1%	0.3%	16.4	2.2%	?
CC(C)[C@H](N)C(=O)NC[C@H]1O[C@@H](n2cnc3c(N)ncnc32)[C@H](O)[C@@H]1O	2.9%[46.1 µM]	-3.0	9.6	0.9	4.3%	6.4%	.	.	2.6%	3.2%
COC(=O)c1ccc(C(=O)OC)c(NC(=S)N2CCN(c3ccc(F)cc3)CC2)c1	6.1%	-4.4	9.5	0.0	3.6%	-8.1%	?	12.8	3.5%	-16.1%

By substructure: the compounds so far with a nitro group on carbon (2)
SMILES	TCR activator	TSHR antag	hERG WT inh	KCNH2 3.1 inh	Eya2 phos inh	AT treatment	Mito fusion yeast	TRPV1 agonist	USP2a block	ELG1 DNA repair
Cc1cc(Cl)cc(Cl)c1CNc1c([N+](=O)[O-])c(=O)oc2ccccc12	0.0%[46.1 µM]	22.1	-3.2	-0.1	6.1%	4.1%	-7.4%	-3.1	1.5%	2.1%
O=C1c2ccc(Oc3ccc([N+](=O)[O-])cc3)cc2C(=O)N1CCO	3.0%	2.1	-2.7	0.3	-6.9%	-1.1%	2.4%	1.3	4.1%	8.2%

(list continues)
SMILES	TCR activator	TSHR antag	hERG WT inh	KCNH2 3.1 inh	Eya2 phos inh	AT treatment	Mito fusion yeast	TRPV1 agonist	USP2a block	ELG1 DNA repair
CCc1ccc(C(=O)NNC(=O)CN2C(=O)NC(CC)(c3ccccc3)C2=O)cc1 (centres undefined)	-7.8%	.	-1.0	-19.3	17.1%	-1.8%	-19.0%	?	3.6%	16.2%
Fc1ccc(Nc2c3c(nc4ccccc24)CCC3)cc1	-6.2%	-3.3	3.1	-91.0*	-5.9%	-3.5%	-3.2%	?	2.9%	?
CCN(Cc1ccncc1)C(=O)c1cc(COc2ccc(F)cc2F)on1	0.2%	4.3	-4.2	-2.8	-3.7%	-9.8%	-3.6%	-0.1	4.0%	8.7%
Cc1ccc(C)c(-c2nnc(NC(=O)Cc3ccc(F)cc3)o2)c1	3.3%	2.9	-17.7	-24.8	15.3%	1.9%	5.8%	7.1	-1.1%	-3.7%
CCOc1ccccc1NC(=O)Nc1ccc2c(c1)CCC2	-3.7%	0.7	-2.2	0.2	-14.8%	5.8%	-2.3%	10.8	-0.6%	?
CN(C)S(=O)(=O)c1ccc(C(=O)OCn2nnc3ccccc3c2=O)cc1	-0.8%	5.0	6.6	0.1	1.5%	-9.2%	-1.4%	7.2	1.8%	11.1%
Cc1ccc(-n2ncc3c(=O)n(CC(=O)N4CCCc5ccccc54)cnc32)cc1C	4.1%[46.1 µM]	-32.1	-14.7	4.3	2.1%	1.8%	13.1%	-7.5	11.1%	23.1µM*
COc1ccc(S(=O)(=O)N(C)c2ccc(C(=O)NCc3ccccn3)cc2)cc1OC	4.2%	11.3	-4.1	1.2	-6.9%	-1.9%	0.0%	-0.1	-0.5%	-2.5%
CCn1c(=O)ccc2cc([N+](=O)[O-])ccc21	1.2%	1.3	-2.0	-6.4	-13.3%	1.2%	-6.0%	1.6	3.2%	?
Cc1ccc(NNC(=O)c2cc(C)on2)c(C)c1	4.6%	13.2	7.8	10.6	-1.8%	-5.8%	-3.8%	2.1	1.4%	?
C=CCNc1ccc(N2C(=O)C3CCC(C)CC3C2=O)cc1[N+](=O)[O-] (centres undefined)	.	-10.6	.	.	1.3%	-3.2%	2.6%	12.3	3.4%	-11.6%
COc1cccc(-c2nnc(-c3ccc(C(F)(F)F)cc3)o2)c1	-9.9%[46.1 µM]	0.0	0.6	-1.8	-13.5%	1.9%	0.9%	4.8	0.5%	?
COc1cccc(CNc2nc(SC)ncc2CO)c1	-0.6%[46.1 µM]	1.7	-8.9	-12.3	-0.6%	3.8%	-0.3%	1.4	4.0%	-19.4%
C#CCOCCOCCOCCNc1nc(N2CCN(C(=O)[C@H](Cc3ccc(O)cc3)n3cc(C(N)CC(C)C)nn3)CC2)nc(N2CCN(C(=O)[C@H](CCC(=O)O)n3cc(C(N)[C@H](C)CC)nn3)CC2)n1 (some centres undefined)	-1.5%	1.0	8.6	-84.4*	?	2.8%	2.7%	1.9	-2.7%	?
Cc1nnc(SCC(=O)NC23CC4CC(CC(C4)C2)C3)s1	1.0%	3.5	4.9	-2.5	0.9%	-10.0%	2.7%	16.2	2.1%	-9.4%
CCOC(=O)/C(C#N)=C(C)/C=C1\Sc2ccccc2N1CC	-4.1%[46.1 µM]	-22.9	-5.8	10.3	3.9%	-6.3%	8.3%	11.8	?	4.1%
COc1ccc(CCNC(=O)COc2cc(O)c3c(c2)OC(C)(C)CC3=O)cc1OC	-4.0%	-2.9	-2.4	13.5	-22.1%	9.4%	-0.8%	?	-1.1%	-27.7%

Source: PubChem BioAssay

An excerpt (hit frequency here may not be typical).
